GAA glycogen mod: inhibitors or activators of human alpha-glucosidase glycogen cleavage; P10253; recombinant GAA, glycogen substrate, Amplex Red glucose oxidase fluorescence; Potency, µM (titrated, usually from 76.4 µM), for inactives: top-dose activity change, negative = inhibition, most hits filed as inhibitors; hit rate 0.38% among 300,000; AID 2100; active = well fitted inhibition curve with a large enough effect;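 note: 0% = full enzyme reaction and -100% = no-enzyme basal signal; the screen sought inhibitors and activators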
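qHTS, 1536-well; enzyme 4 nM final; cpd up to 77 uM; substrate bovine liver glycogen 30 ug; 50 mM citrate/phosphate pH 5.0, 0.01% Tween-20; 37 C, 40 min; Amplex Red detection 45 min RT; Hill fit → AC50.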
* marks the source's active call; other numbers are inactive results; & = joins results of further samples; [ ] = remark or other dose. Potency is the fitted concentration of half-maximal effect. An excerpt; the hit share may differ from the screen's.

| GAA glycogen mod | Compound |
| --- | --- |
| -0.3% | CC(C)C(=O)Nc1nc(-c2ccc3c(c2)CCN3C(=O)C2CC2)cs1 |
| -0.6%[76.3 µM] | Cn1nccc1C(=O)N1CCN(c2ccccc2Cl)CC1 |
| -2.7% | O=C1/C(=C/c2ccc([N+](=O)[O-])cc2)Oc2cc(O)ccc21 |
| -16.8% | CCN(CC)CCNC(=O)CCc1c(C)nc2c(c(C)nn2-c2ccc(C)cc2)c1C |
| -4.3%[76.3 µM] | Cc1ccc(-c2nc(CS(=O)(=O)CC(=O)Nc3ccc(Br)cc3F)c(C)o2)cc1 |
| -8.4%[76.3 µM] | CCOc1ccc(-n2c(SCC(=O)O)nc3sc4c(c3c2=O)CCCC4)cc1 |
| -6.9%[76.3 µM] | COC(=O)COc1ccc(NC(=O)C(c2ccccc2)c2ccccc2)cc1 |
| -14.5%[76.3 µM] | c1csc(-c2nc(NCCCN3CCOCC3)c3ccccc3n2)c1 |
| -3.8%[76.3 µM] | CC(C)c1cc(=O)[nH]c(SCC(=O)NC2CCCC2)n1 |
| -6.2%[76.3 µM] | O=C(CSc1n[nH]c(=O)n1-c1cccnc1)Nc1ccccc1Cl |
| 3.5%[76.3 µM] | CC(CN1CCCCC1)OC(=O)/C=C/c1ccccc1 (stereo not given) |
| 2.4% | Oc1ccc2nnc3c(Br)cnn3c2c1 |
| -2.2% | COc1ccc(Cn2c(C3CC3)nc3ccc(NC(=O)c4cccnc4)cc3c2=O)cc1 |
| 0.0%&-1.6%[76.3 µM] | CCCCN(CCCC)CCNC(=O)c1cn(CC)c2ccc(S(=O)(=O)N(C)C3CCCCC3)cc2c1=O |
| -4.2%[76.3 µM] | COc1cc(-c2noc(-c3ccc(N4CCCC4)c([N+](=O)[O-])c3)n2)cc(OC)c1OC |
| 18.0%[76.3 µM] | CCOC(=O)CN1C(=O)c2cccnc2Oc2ccccc21 |
| -2.9%[76.3 µM] | COc1ccc(C2CC(=O)c3c([nH]c(C(=O)OC4CCCC4)c3C)C2)cc1OC (stereo not given) |
| -1.7% | O=C(NCCN1CCN(C(=O)c2cccc(Br)c2)CC1)C(=O)Nc1ccc(Br)cc1 |
| 2.6% | C=CCn1c(=O)c(C(=O)NCc2ccc3c(c2)OCO3)c(O)c2ccccc21 |
| -13.5%[76.3 µM] | CC(C)=CCOc1ccc2c(C)c(CC(=O)N3C[C@H]4C[C@@H](C3)c3cccc(=O)n3C4)c(=O)oc2c1C |
| 0.2%[76.3 µM] | COc1ccc(-c2csc(NC(=O)c3cc(C)oc3C)n2)cc1OC |
| 2.4%[76.3 µM] | CCCN(c1c(C)n(C)n(-c2ccccc2)c1=O)S(=O)(=O)c1ccc(C)cc1 |
| -10.3%[76.3 µM] | COc1ccc(-n2c(-c3ccc(F)cc3)cn3c4c(=O)n(C)c(=O)n(C)c4nc23)cc1 |
| 3.4%&18.9%[76.3 µM] | CC1CCCN(CCCNC(=O)c2cn(C)c3ccc(S(=O)(=O)N(C)C4CCCCC4)cc3c2=O)C1 (stereo not given) |
| -7.1%[76.3 µM] | COc1ccc(-c2csc(NC(=S)NC(=O)c3cc4ccccc4o3)n2)cc1Br |
| 0.1%[76.3 µM] | O=C(CCN1C(=O)C2C3CCC(C3)C2C1=O)Nc1ccccc1Cl (stereo not given) |
| 8.6%[76.3 µM] | COc1ccc(CNc2cc(-c3ccc(OC)cc3)nc3nncn23)cc1 |
| -1.7% | Cc1cc(C)c2c(c1)c1nnc(SCCN3CCCCC3)nc1n2C |
| 4.6%[76.3 µM] | CC(=O)NS(=O)(=O)c1ccc(NC(=S)NC(=O)C2CCC2)cc1 |
| 1.8% | CC(C)CCNC(=O)CN(Cc1ccccc1Cl)C(=O)CCC(=O)Nc1ccccn1 |

Pulled by structure from the entries so far, 6 records:
| GAA glycogen mod | Compound |
| --- | --- |
| -7.1%[76.3 µM] | COc1ccc(-c2csc(NC(=S)NC(=O)c3cc4ccccc4o3)n2)cc1Br |
| 1.8% | CC(C)CCNC(=O)CN(Cc1ccccc1Cl)C(=O)CCC(=O)Nc1ccccn1 |
| -2.9%[76.3 µM] | COc1ccc(C2CC(=O)c3c([nH]c(C(=O)OC4CCCC4)c3C)C2)cc1OC (stereo not given) |
| -0.3% | CC(C)C(=O)Nc1nc(-c2ccc3c(c2)CCN3C(=O)C2CC2)cs1 |
| -2.2% | COc1ccc(Cn2c(C3CC3)nc3ccc(NC(=O)c4cccnc4)cc3c2=O)cc1 |
| -1.7% | Cc1cc(C)c2c(c1)c1nnc(SCCN3CCCCC3)nc1n2C |

Molecules shown so far containing a halogen:
| GAA glycogen mod | Compound |
| --- | --- |
| -0.6%[76.3 µM] | Cn1nccc1C(=O)N1CCN(c2ccccc2Cl)CC1 |
| -4.3%[76.3 µM] | Cc1ccc(-c2nc(CS(=O)(=O)CC(=O)Nc3ccc(Br)cc3F)c(C)o2)cc1 |
| -6.2%[76.3 µM] | O=C(CSc1n[nH]c(=O)n1-c1cccnc1)Nc1ccccc1Cl |
| 2.4% | Oc1ccc2nnc3c(Br)cnn3c2c1 |
| -1.7% | O=C(NCCN1CCN(C(=O)c2cccc(Br)c2)CC1)C(=O)Nc1ccc(Br)cc1 |
| -10.3%[76.3 µM] | COc1ccc(-n2c(-c3ccc(F)cc3)cn3c4c(=O)n(C)c(=O)n(C)c4nc23)cc1 |
| -7.1%[76.3 µM] | COc1ccc(-c2csc(NC(=S)NC(=O)c3cc4ccccc4o3)n2)cc1Br |
| 0.1%[76.3 µM] | O=C(CCN1C(=O)C2C3CCC(C3)C2C1=O)Nc1ccccc1Cl (stereo not given) |
| 1.8% | CC(C)CCNC(=O)CN(Cc1ccccc1Cl)C(=O)CCC(=O)Nc1ccccn1 |

Additional results follow.
| GAA glycogen mod | Compound |
| --- | --- |
| 18.0%[76.3 µM] | CCOC(=O)c1cccc(NC(=O)CSc2cc(=O)n(C)c3ccccc23)c1 |
| -4.6%[76.3 µM] | O=C(NCc1cccs1)c1nn(-c2ccccc2Cl)nc1CO |
| 1.3%[76.3 µM] | Cn1cc(/C=C(\NC(=O)c2ccccc2)C(=O)NCCN2CCOCC2)c2ccccc21 |
| 6.9%[76.3 µM] | Cc1cccc(-n2ncc(C(=O)NC3CCCC3)c2C2CCN(C(=O)OC(C)(C)C)CC2)c1 |
| -0.3% | CCN(CC)S(=O)(=O)c1ccc(C(=O)OCC(=O)NC2CCCC2)cc1 |
| 7.0%[76.3 µM] | COC(=O)CNC(c1ccccc1)c1cc(Br)ccc1NC(=O)c1ccc(Cl)cc1 (stereo not given) |
| -3.0%[76.3 µM] | Cc1cc(C)c(OCC(=O)N2CCN(c3ncc(C(F)(F)F)cc3Cl)CC2)c(C)c1 |
| 0.2%[76.3 µM] | CCOC(=O)C1(Cc2cccc(Cl)c2)CCCN(C(=O)c2cc(C)[nH]n2)C1 (stereo not given) |
| -1.7%[76.3 µM] | COc1ccc(-c2noc(-c3cccc(OC)c3OC)n2)cc1 |
| -1.5% | CC(=O)c1ccc(NC(=O)CNC2CCCCC2)cc1 |
| 3.7% | O=[N+]([O-])c1ccccc1CCc1cnc(Cl)s1 |
| -11.4%[76.3 µM] | Cc1cccc(C(=O)NCc2ccco2)c1 |
| 5.5%[76.3 µM] | Cc1cccc(OCC(=O)Nc2c(C(=O)Nc3ccc(F)cc3)oc3ccccc23)c1 |
| -0.3%[76.3 µM] | CCN(CC(=O)NCc1ccc(Cl)cc1)C(=O)Cc1ccccc1[N+](=O)[O-] |
| 2.3%[76.3 µM] | COc1ccccc1S(=O)(=O)Cc1ccc(C(=O)NC2CCCCCC2)o1 |
| -12.4%[76.3 µM] | COc1ccc(-c2cc(-c3ccc(F)cc3)nc3c2COc2ccccc2-3)cc1 |
| -2.3%[76.3 µM] | COc1cc2[nH]c(=O)n(CCCC(=O)N3CCN(c4cccc(C(F)(F)F)c4)CC3)c(=O)c2cc1OC |
| -6.9% | COc1ccccc1NC(=O)CN1CCN(CC(=O)Nc2ccccc2Cl)CC1 |
| -6.2%[76.3 µM] | COc1ccc(NC(=O)Cn2ncn3nc(-c4ccc(OC)cc4)cc3c2=O)cc1 |
| -7.4%[76.3 µM] | CCn1cc(S(=O)(=O)N2CCN(c3ccc(Cl)cc3)CC2)cn1 |
| 4.1%[76.3 µM] | COc1ccc(Cl)cc1NC(=O)CN(c1cc(C)cc(C)c1)S(=O)(=O)c1c(C)n[nH]c1C |
| 0.8% | COc1ccc(CCC(=O)NCc2ccccc2OC)cc1 |
| -0.9%[76.3 µM] | Cc1cccc(N2CCN(C(=O)c3ccc(CS(=O)Cc4ccc(Cl)cc4)o3)CC2)c1C (stereo not given) |
| 1.3% | N#CC1(c2ccccc2)CCC(NCCc2ccccc2)CC1 (stereo not given) |
| -1.4% | CN(C)N1C(N)=C(C#N)C(c2ccc(Br)cc2)C2=C1CC(C)(C)CC2=O (stereo not given) |
| 2.6%[76.3 µM] | COc1ccc(CN(C)C(=O)c2ccncc2)c(OC)c1 |
| 11.9%[76.3 µM] | CCN(CC)S(=O)(=O)c1ccc(NC(=O)c2cnccn2)cc1 |
| -5.4%[76.3 µM] | O=C(CCCc1ccccc1)Nc1ccccc1[N+](=O)[O-] |
| -10.9%[76.3 µM] | O=C(O)c1ccc(Nc2nc3ccccc3c3nncn23)cc1 |
| 14.4%[76.3 µM] | COc1ccc(NC(=O)CCc2c(C)nc3c(-c4ccc(F)cc4)c(C)nn3c2C)c(OC)c1 |
| 2.0%[76.3 µM] | C/C(=N/Nc1ccccc1C(=O)O)c1cccs1 |
| -1.5%[76.3 µM] | CC(C)(C)CN1CCC(n2nccc2NC(=O)c2ccccc2Cl)CC1 |
| -4.9% | COc1ccc(C(=O)c2cccc(C(=O)c3ccc(OC)c(C)c3)c2)cc1C |
| -4.9%[76.3 µM] | Cc1cc2[nH]c(=O)c(=O)[nH]c2cc1S(=O)(=O)Nc1cccc(F)c1 |
| -5.5%[76.3 µM] | O=C(CNS(=O)(=O)c1ccc(Br)cc1)Nc1ccc2c(c1)OCCO2 |
| 15.7%[76.3 µM] | O=C(c1ccco1)N1CCN(S(=O)(=O)c2ccc(Cl)cc2)CC1 |
| 2.7%[76.3 µM] | O=C(Nc1cccc(Cl)c1)C1C2C=CC3(O2)C1C(=O)N(CCCN1CCCCC1)C3C(=O)NC1CCCCC1 (stereo not given) |
| -1.9%[76.3 µM] | CCOC(=O)N1CCN(CCC(=O)Nc2cccc(Cl)c2C)CC1 |
| -1.8%[76.3 µM] | Cc1cccc(OC(=O)c2nc(SCc3ccccc3F)ncc2Cl)c1 |
| -11.3%[76.3 µM] | CCOC(=O)c1cc(-c2ccc(C)cc2)nn1Cc1ccccc1 |
| -24.1%[76.3 µM] | O=C(c1cc(-c2cccc(Cl)c2)on1)N1CCCCC1 |
| -11.8%[76.3 µM] | O=C(NC1CC2CCC(C1)N2Cc1ccccc1)c1ccccc1Br (stereo not given) |
| 3.9%[76.3 µM] | O=C(CNC(=O)c1ccc(Cl)cc1Cl)NCC1CCCO1 (stereo not given) |
| 5.8%[76.3 µM] | CCN1CCN(C(=O)c2cccc(OC3CCN(S(=O)(=O)N(C)C)CC3)c2)CC1 |
| -0.3%[76.3 µM] | CCc1ccc2nc(N(CCCN(C)C)C(=O)c3ccc(S(=O)(=O)N4CCCc5ccccc54)cc3)sc2c1 |
| 2.4%[76.3 µM] | Cc1ccc(NC(=O)NNC(=O)c2cc3ccccc3cc2O)c(C)c1 |
| 0.2%[76.3 µM] | Cc1nn(C)cc1CNC(=O)C1CCC(=O)N(CC2CCCCC2)C1 (stereo not given) |
| -0.2% | O=C(CN1C(=O)c2ccccc2C1=O)N(CCO)Cc1ccccc1 |
| -6.2% | CCNC(=O)/C(C#N)=C/c1c(N2CCN(c3ccc(OC)cc3)CC2)nc2c(C)cccn2c1=O |
| -0.2%[76.3 µM] | CCOC(=O)c1cc2c(=O)n3ccccc3nc2n(CCOC)c1=NC(=O)c1c(-c2ccccc2Cl)noc1C |
| 5.3%[76.3 µM] | CCOc1ccccc1NC(=S)N1CCN(c2cccc(OC)c2)CC1 |
| -2.7% | O=C(NC1CCN(Cc2ccc(Cl)c(Cl)c2)CC1)c1ccccc1 |
| 10.0%[76.3 µM] | CC(C)CCNC(=O)C(=O)Nc1cc2c3c(c1)CCC(=O)N3CCC2 |
| -6.4%[76.3 µM] | Cc1ccc(C(=O)NC(=S)N(C)C2CCCCC2)cc1 |
| -5.8% | CC(=O)c1cn(C(=O)c2ccc(Cl)cc2)c2ccccc12 |
| 5.1%[76.3 µM] | COc1ccc(/C=C/c2nc(S(=O)(=O)c3ccccc3)c(N(C)C)o2)cc1 |

High-throughput results as filed in PubChem BioAssay.
